ALOX12 inh: blocks human arachidonate 12S-lipoxygenase | purified 12hLO, xylenol orange hydroperoxide absorbance | P18054 | 580,000 compounds, 1.1% hits | Potency, µM (series often up to 108 µM), without a hit: top-dose activity change, negative = inhibition, most hits filed as inhibitors
Target sequence (P18054 whole entry, looked up): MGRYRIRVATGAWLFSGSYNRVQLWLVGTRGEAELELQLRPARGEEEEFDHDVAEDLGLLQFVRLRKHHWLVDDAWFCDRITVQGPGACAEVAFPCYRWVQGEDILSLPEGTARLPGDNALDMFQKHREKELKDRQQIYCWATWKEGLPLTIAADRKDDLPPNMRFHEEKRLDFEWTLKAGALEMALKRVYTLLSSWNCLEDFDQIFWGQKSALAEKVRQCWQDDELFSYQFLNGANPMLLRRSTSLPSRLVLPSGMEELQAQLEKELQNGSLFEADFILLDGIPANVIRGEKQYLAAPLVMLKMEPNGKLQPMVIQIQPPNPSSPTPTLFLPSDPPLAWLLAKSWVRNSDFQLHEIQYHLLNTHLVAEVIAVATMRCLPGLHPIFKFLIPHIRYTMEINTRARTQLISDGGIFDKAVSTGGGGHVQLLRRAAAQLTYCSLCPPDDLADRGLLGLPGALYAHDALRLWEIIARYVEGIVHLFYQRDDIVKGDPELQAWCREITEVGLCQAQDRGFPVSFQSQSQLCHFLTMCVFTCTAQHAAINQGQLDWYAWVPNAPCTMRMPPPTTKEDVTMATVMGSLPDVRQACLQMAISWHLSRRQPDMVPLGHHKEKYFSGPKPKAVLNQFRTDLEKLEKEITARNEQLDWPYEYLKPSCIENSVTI
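Purified human 12hLO (150 nM final) in 25 mM Hepes, 0.01% Triton X-100, pH 7.0 was preincubated 15 min at room temperature with compound. Then 40 uM arachidonic acid was added, 30 min. Hydroperoxide was read by Fe-XO absorbance ratio 573/405 nm.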
Vif-A3G inh: Vif-A3G binding inhibition. Q9HC16. HeLa A3G-eYFP + Vif (tagged APOBEC3G with the HIV-1 protein that degrades it), YFP fluorescence, overnight. Potency, µM (top dose mostly 46.1 µM), without a hit: at the top dose activity, negative = active, usual class: inhibitors. 410,000 compounds, 0.076% hits;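 note: nearly all actives have a fitted effect of over 60% in size; hits raise eYFP signal because A3G escapes Vif-driven loss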
Target sequence (Q9HC16 whole entry, looked up): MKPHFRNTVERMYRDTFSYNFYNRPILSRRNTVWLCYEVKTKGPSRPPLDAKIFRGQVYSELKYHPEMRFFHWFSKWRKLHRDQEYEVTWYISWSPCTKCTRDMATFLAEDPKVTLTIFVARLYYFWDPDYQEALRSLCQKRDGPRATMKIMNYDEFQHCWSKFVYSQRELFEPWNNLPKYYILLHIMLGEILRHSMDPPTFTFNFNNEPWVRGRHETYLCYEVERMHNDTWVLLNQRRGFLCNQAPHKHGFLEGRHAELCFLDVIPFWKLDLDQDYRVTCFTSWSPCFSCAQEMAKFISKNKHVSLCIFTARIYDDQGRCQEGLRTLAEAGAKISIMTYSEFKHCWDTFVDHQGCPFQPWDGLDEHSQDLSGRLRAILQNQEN
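Read-out is eYFP fluorescence (Ex 488/Em 500-530) from Vif-expressing HeLa A3G-eYFP cells; more signal means A3G escaped Vif-mediated degradation. Cells plated overnight, compound pinned in, incubated overnight at 37 deg C.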
* marks the source's active call; other numbers are inactive results; ? = inconclusive. Calls come from the whole dose curve; as a rule, active = well fitted curve in the direction sought with a large enough effect; inconclusive = small, poorly fitted or top-dose-only effect, or another doubt; inactive = no such curve, though single readings can be large; an effect the other way counts as inactive or inconclusive. % is set by controls: 0 for no effect and ±100 for the full control effect; potency is the fitted concentration of half-maximal effect.

SMILES	ALOX12 inh	Vif-A3G inh
CCc1nc2ccc(C(=O)N(C)Cc3ccco3)cn2c1N(C)CCCc1ccccc1	-25%	4%
CC1(C(=O)NS(=O)(=O)c2cccs2)CCN1C(=O)Cc1ccc(-c2ccccc2)cc1 (configuration not stated)	-21%	-3%
CC(=O)Nc1cc(-c2ccc(C(=O)N3CCOCC3)cc2)cn2c(-c3cccc(C(F)(F)F)c3)cnc12	-12%	-1%
c1ccc2c(c1)ncn2-c1cncnc1	1%	-6%
OC(c1cc(F)cc(Cl)c1)c1ncc(-c2ccc3ccccc3c2)[nH]1 (configuration not stated)	?	-5%
COc1ccc(N2CCN(C(=O)c3[nH]c(C(F)(F)F)nc3-c3ccccc3)CC2)cc1	-17%	?
CCOC(=O)C1=CCC(c2ccccc2)N(S(=O)(=O)c2ccccc2C)C1 (configuration not stated)	-18%	-4%
Cc1c(C(=O)N2CCCC(C)(C(=O)NS(=O)(=O)C3CC3)C2)oc2ccccc12 (configuration not stated)	-3%	-1%
Cc1ccc(C)c(C(O)c2ncc(-c3ccc(Cl)cc3)[nH]2)c1 (configuration not stated)	?	-2%
CCCCNC(=O)C1(C)CCCCCN1Cc1cccc2c(OC)cc(C(=O)OCC)cc12 (configuration not stated)	-13%	-4%
N#Cc1ccc(-c2nc3ccc(Br)cn3c2Cc2ccccc2C(F)(F)F)cc1	?	-6%
Cc1cccc(C)c1NC(=O)Nc1nc(C(N)c2ccccc2Cl)cs1 (configuration not stated)	-4%	-2%
COc1ccc(NC(=O)c2cc(C3CCCCN3S(=O)(=O)c3ccccc3)on2)c(C)c1 (configuration not stated)	-13%	0%
CC1(C(=O)NS(=O)(=O)c2cccs2)CCN1C(=O)Cc1ccc(Cl)cc1Cl (configuration not stated)	-25%	-1%
CCCCNC(=O)C1(C)CCCCN1C(=O)c1ccc2sccc2c1 (configuration not stated)	14%	-4%
CC(C)c1cccc(-c2csc(C(O)c3ccc(F)cc3)n2)c1 (configuration not stated)	?	-4%
CCOC(=O)C1CCCN(C(=O)c2cc(-c3ccccc3)cs2)CC1 (configuration not stated)	-1%	-2%
O=C1Cn2nnc(-c3ccccc3)c2C2c3ccccc3CCN12 (configuration not stated)	-21%	-6%
Cc1nc(C(F)(F)F)ccc1C(=O)N1CCC1(C)C(=O)Nc1ccc2c(c1)OCO2 (configuration not stated)	-12%	1%
CC(=O)NCCNC(=O)Cn1nnc(-c2ccccc2)c1COc1ccc2ccccc2c1	-6%	-6%
C[C@@H](CO)NC(=O)[C@H]1O[C@@H](n2ccc(=O)[nH]c2=O)[C@H](O)[C@@H]1O	13%	-4%
O=C(c1cccc(Cl)c1)N1CCN(c2ccc3c(c2)C2CC3CCN2C(=O)OCc2ccccc2)CC1 (configuration not stated)	?	-3%
CC(=O)C1=CCC(c2cccc(Cl)c2)N(S(=O)(=O)c2ccc(C)cc2)C1 (configuration not stated)	-66%	-17%
O=[N+]([O-])c1ccc2c(c1)C(N1CCN(CCO)CC1)Cc1ccc(F)cc1S2 (configuration not stated)	-18%	?
CCc1nc2ccc(C(=O)NCc3ccc4c(c3)OCO4)cn2c1N(C)Cc1cccs1	-4%	1%
CCc1nc2c(OCC(=O)c3ccc(F)cc3)cccn2c1N(C)C(=O)c1cccs1	?	-2%
CC(=O)Nc1cccc(-c2ccnc3c2CC(C)(C(=O)NCc2ccc(N(C)C)cc2)O3)c1 (configuration not stated)	-5%	?
CCC(=O)N1CCC1(C)C(=O)Nc1ncc(C)s1 (configuration not stated)	-5%	-2%
CC1=C(C(=O)N(C(C)C)C(C)C)CC(CC(=O)NCc2cccc3ccccc23)C(=O)N1CCC1=CCCCC1 (configuration not stated)	12%	-17%
C#Cc1ccc(NC(=O)C2(C)CCN2C(=O)CC(c2ccccc2)c2ccccc2)cc1 (configuration not stated)	-28%	1%
OC[C@H]1O[C@@H](c2nc3ccc(-c4nc(-c5ccc(Br)cc5)no4)cc3[nH]2)C[C@@H]1O	12%	-7%
CCOC(=O)C1=C[C@@H](CC)N(S(=O)(=O)c2ccccc2)[C@H]1c1ccccc1	14%	1%
CC(C)CN1CCN(C(=O)COC(=O)c2ccc(S(C)(=O)=O)c([N+](=O)[O-])c2)CC1	-49%	?
COc1ccc(-c2nc3ccc(Cl)cn3c2Cc2ccc(C)cc2)cc1OC	-27%	-5%
Cc1ccc(CN2CC(N3CCC(Cc4ccccc4)CC3)CS2(=O)=O)cc1 (configuration not stated)	?	-3%
Cc1cc(C)cc(CC(=O)N2CCC2(C)C(=O)NS(=O)(=O)c2ccc(Cl)s2)c1 (configuration not stated)	?	-3%
O=C(Nc1nnc([C@@H]2C[C@H](O)[C@@H](CO)O2)s1)c1cccc2ccccc12	-20%	-2%
CCOC(=O)C1=CCC(c2ccccc2Cl)N(S(=O)(=O)c2ccc(C)cc2)C1 (configuration not stated)	?	-20%
O=C(NCc1cccnc1)c1cc(C2CCCN(C(=O)C3CCCCC3)C2)on1 (configuration not stated)	-10%	0%
O=C(NCc1cccnc1)c1cc(C2CCCN(C(=O)c3cccc(O)c3)C2)on1 (configuration not stated)	-2%	-1%

In another format: results already given
Below each compound – ALOX12 inh, Vif-A3G inh
- N#Cc1ccc(-c2nc3ccc(Br)cn3c2Cc2ccccc2C(F)(F)F)cc1
  ?, -6%
- Cc1cccc(C)c1NC(=O)Nc1nc(C(N)c2ccccc2Cl)cs1 (configuration not stated)
  -4%, -2%

Going on with the list:
SMILES	ALOX12 inh	Vif-A3G inh
CN(C)c1ncnc2c1ncn2[C@H]1CN(Cc2ccccc2)C[C@@H](CO)O1	2%	1%
C=Cc1ccc(CC2(C)C(=O)Nc3ccc(-c4cccnc4)cc32)cc1 (configuration not stated)	?	-8%
O=C(Nc1nnc([C@@H]2C[C@H](O)[C@@H](CO)O2)s1)NC1CCCCC1	-13%	1%
CCN(CC)C(=O)c1ccc2nc([C@@H]3O[C@H](CO)[C@H](O)[C@H](O)[C@H]3O)[nH]c2c1	-10%	-1%
O=NN(CC(=O)NNc1ccccc1)CC(=O)NNc1ccccc1	?	-4%
CC1(C(=O)Nc2cccc3c2CCCC3)CCN1C(=O)c1cccc(F)c1 (configuration not stated)	3%	0%
Cc1ccccc1-c1cnc(C(O)c2c(C)ccc3ccccc23)[nH]1 (configuration not stated)	3%	-3%
COC(=O)c1ccc2nc(-c3ccco3)c(Cc3ccc(OC)cc3C)n2c1	?	?
O=C1Nc2ccccc2N=C(c2ccc3c(c2)OCO3)C1N(C(=O)c1ccnc2ccccc12)c1ccccc1 (configuration not stated)	?	-12%
Cc1cccnc1C(NC(=O)C1CCN(CCOc2ccc(F)cc2)CC1)c1ccc(F)cc1 (configuration not stated)	?	-4%

By substructure: the compounds so far containing an NH in an aromatic ring.
SMILES	ALOX12 inh	Vif-A3G inh
OC(c1cc(F)cc(Cl)c1)c1ncc(-c2ccc3ccccc3c2)[nH]1 (configuration not stated)	?	-5%
COc1ccc(N2CCN(C(=O)c3[nH]c(C(F)(F)F)nc3-c3ccccc3)CC2)cc1	-17%	?
Cc1ccc(C)c(C(O)c2ncc(-c3ccc(Cl)cc3)[nH]2)c1 (configuration not stated)	?	-2%
C[C@@H](CO)NC(=O)[C@H]1O[C@@H](n2ccc(=O)[nH]c2=O)[C@H](O)[C@@H]1O	13%	-4%
OC[C@H]1O[C@@H](c2nc3ccc(-c4nc(-c5ccc(Br)cc5)no4)cc3[nH]2)C[C@@H]1O	12%	-7%
CCN(CC)C(=O)c1ccc2nc([C@@H]3O[C@H](CO)[C@H](O)[C@H](O)[C@H]3O)[nH]c2c1	-10%	-1%
Cc1ccccc1-c1cnc(C(O)c2c(C)ccc3ccccc23)[nH]1 (configuration not stated)	3%	-3%

Later entries
SMILES	ALOX12 inh	Vif-A3G inh
CC(C)(C)S(=O)N1Cc2cc(C(=O)NCc3ccc4c(c3)OCO4)nc(-c3cccc(-c4ccncc4)c3)c2[C@H]1CCO (some centres not stated)	?	-5%
CN1c2ccccc2SC2C(c3ccccc3)=NOC21 (configuration not stated)	9%	-1%
OC(c1cccc(Cl)c1)c1nc(-c2ccccc2)cs1 (configuration not stated)	-4%	-9%
O=C(Nc1ccccc1)c1cc(C2CCCCN2S(=O)(=O)c2ccc(F)cc2F)on1 (configuration not stated)	2%	0%
CCCc1nc2ccc(C(=O)OC)cn2c1Cc1ccccc1C(F)(F)F	?	?
CCOC(=O)C1(C)CCCN(C(=O)c2cc(F)ccc2C)C1 (configuration not stated)	-3%	1%
Nc1ccn(C(C=O)CC(C=O)CO)c(=O)n1 (configuration not stated)	3%	4%
C[C@@H]1CN([C@H](C)CO)C(=O)CCCn2cc(nn2)CO[C@H]1CN(C)C(=O)C1CCCCC1	8%	0%
C[C@@H]1CN([C@H](C)CO)C(=O)CCCn2cc(nn2)CO[C@H]1CN(C)C(=O)c1ccccc1	-1%	2%
CC1(C(=O)NC2CCN(Cc3ccccc3)CC2)CCN1Cc1ccc(OC(F)(F)F)cc1 (configuration not stated)	2%	1%
COc1cc(F)ccc1-c1csc(C(C)(NC(C)=O)c2ccccc2)n1 (configuration not stated)	-3%	-3%
COCOc1ccc(-c2ncc(OC)nc2NC(=O)c2ccsc2)cc1	-1%	1%
COc1ccc(-c2ccc(C(=O)Nc3cccc(NS(C)(=O)=O)c3)c3occc23)c(C)c1	-23%	-4%
Clc1cccc(CNc2ccn3nc(-c4ccc(OCc5ccccc5)cc4)cc3n2)c1	-5%	-10%
COc1ccc(NC(=O)c2sc(=O)n(Cc3ccc4ccccc4c3)c2C)cc1OC	-8%	0%
CC(=O)NC(c1ccc(F)c(F)c1)c1nc(-c2cccc(C(C)C)c2)cs1 (configuration not stated)	-21%	-7%
O=C(O)Cc1ccc(N2N=C(c3ccccc3)CC2=O)cc1	-26%	1%
COc1ccncc1-c1csc(C(O)c2ccccc2)n1 (configuration not stated)	16%	-1%
CCc1nc2ccc(C(=O)Nc3cccc(OCC(=O)N(C)C)c3)cn2c1N(C)Cc1ccc(OC)cc1	-4%	-11%
CCCCn1c(O)c2n(c1=O)Cc1ccccc1N=C2c1ccccc1	-10%	-10%

Profiles, quoted from the list. Screens in order: ALOX12 inh, Vif-A3G inh
Results for CCCCn1c(O)c2n(c1=O)Cc1ccccc1N=C2c1ccccc1 : -10%, -10%
Results for CCc1nc2ccc(C(=O)Nc3cccc(OCC(=O)N(C)C)c3)cn2c1N(C)Cc1ccc(OC)cc1 : -4%, -11%
Results for COc1ccc(NC(=O)c2sc(=O)n(Cc3ccc4ccccc4c3)c2C)cc1OC : -8%, 0%

Carrying on.
SMILES	ALOX12 inh	Vif-A3G inh
CSc1cccc(NC(=O)CCCOc2cc(=O)n(C)c3ccccc23)c1	-55%	-2%
COc1ccc(-c2ccc(C(=O)Nc3cc(OC)c(OC)c(OC)c3)c3occc23)c(C)c1	?	-12%
CCOC(=O)[C@@H](NC(=O)/C=C/[C@H]1O[C@@H](n2ccc(=O)[nH]c2=O)[C@H](O)[C@@H]1O)C(C)C	1%	1%
CC(O)(c1cccnc1)c1nc(-c2cccc(F)c2)cs1 (configuration not stated)	-7%	2%
Cc1ccc(F)c(S(=O)(=O)NC(=O)C2(C)CCN2C(=O)Cc2ccccc2Cl)c1 (configuration not stated)	-6%	1%
Cc1ccc(C2CC(c3ccccc3)=NN2c2ccc(S(N)(=O)=O)cc2)cc1 (configuration not stated)	-23%	-4%
Cc1cc(C)c(C(O)c2ncc(-c3cccc4ccccc34)[nH]2)c(C)c1 (configuration not stated)	-21%	-5%
OC(c1ccc(F)c(F)c1)c1nc(-c2cccc3cccnc23)cs1 (configuration not stated)	?	-4%
CC1(C(=O)NCc2ccccc2Br)CCN1Cc1ccc(-c2ccccc2)o1 (configuration not stated)	-12%	-4%
CC1(C(=O)NS(=O)(=O)c2ccccc2C(F)(F)F)CCN1C(=O)CCC1CCCC1 (configuration not stated)	-22%	0%
CC(N)c1csc(Nc2nncc3ccccc23)n1 (configuration not stated)	11%	1%
CCCOc1ccc(F)cc1-c1cc(C(=O)Nc2ccc(OC)cc2C)[nH]n1	5%	-3%
CCCCN(C=O)c1c(CC)nc2ccc(C(=O)NCCc3ccccn3)cn12	13%	-3%
CC(N)c1csc(Nc2ccc(C(=O)NCCCO)cn2)n1 (configuration not stated)	5%	-1%
CC(=O)Nc1ccc(-c2ccnc3c2CC(C(=O)Nc2cccc(N(C)C)c2)O3)cc1 (configuration not stated)	?	?
COc1ccc(OC)c(NC(=O)c2cc(-c3cc(F)ccc3OCC3CCCO3)n[nH]2)c1 (configuration not stated)	-14%	-1%
COc1ccc(C(=O)ON=C(C)c2nccs2)cc1	14%	-2%
COCCNc1nc(Oc2cncc(Cl)c2)c2sccc2n1	17%	-4%

These rows are one share of the data; the hit share may differ from the screen's.
